# Compound activity deposited in PubChem by The Scripps Research Institute Molecular Screening Center.
# TPT1 inhibitor = blocks Candida albicans tRNA 2'-phosphotransferase; 300,000 tested, 0.81% active; inhibition, % at 5 µM; recombinant caTPT1, FP RNA substrate dephosphorylation;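 active = inhibition above the mean of all tested compounds plus 3 SD, set per screening campaign, cut at about 24% in these data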;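 also: plate controls were DMSO alone for no effect and ferristatin control at 100 nM for full effect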
# PP5 primary = inhibitors of human protein phosphatase 5 (PP5). purified PP5c, OMFP substrate fluorescence. 320,000 tested, 0.18% active. inhibition, % at 6.7 µM;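 active = inhibition above the campaign's mean inhibition across all tested compounds plus 3 SD, cut at about 9.5% in these data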;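 also: 0% = DMSO only and 100% = 100 µM cantharidin control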
# Target sequence (P53041 whole entry, looked up): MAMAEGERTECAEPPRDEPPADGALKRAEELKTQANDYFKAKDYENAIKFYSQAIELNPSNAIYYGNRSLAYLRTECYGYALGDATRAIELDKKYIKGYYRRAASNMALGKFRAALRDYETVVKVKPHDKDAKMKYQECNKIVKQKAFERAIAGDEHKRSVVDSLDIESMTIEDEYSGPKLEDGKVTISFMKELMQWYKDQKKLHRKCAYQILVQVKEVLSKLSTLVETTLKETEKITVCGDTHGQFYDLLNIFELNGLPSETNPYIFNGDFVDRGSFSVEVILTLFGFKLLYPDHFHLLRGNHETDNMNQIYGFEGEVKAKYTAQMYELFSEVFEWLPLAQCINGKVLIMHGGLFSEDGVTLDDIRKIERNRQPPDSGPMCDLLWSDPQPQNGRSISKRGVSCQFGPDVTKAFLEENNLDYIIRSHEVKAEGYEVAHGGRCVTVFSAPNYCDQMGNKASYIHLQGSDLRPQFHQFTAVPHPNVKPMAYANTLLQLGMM
# PP1 counter = blocks human PP1-alpha phosphatase, a PP5 counter-screen | P62136 | purified PP1alpha, OMFP fluorescence | inhibition, % at 6.7 µM | 320,000 tested, 0.9% active | AID 2235;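 active = inhibition above the mean inhibition of all tested compounds plus 3 SD, computed separately for each screening campaign, cut at about 15% in these data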
# core dimer inh = blocks dimerization of HCV core protein; inhibition, % at 5 µM; 300,000 tested, 0.33% active; TR-FRET GST/Flag-core106 dimerization, 1536-well;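 active = inhibition above the mean of all tested compounds plus 3 SD, set per screening campaign, cut at about 45% in these data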
#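 Test system: GST/Flag-tagged HCV core106 proteins; Medium: KF-containing HEPES buffer, pH 7.45, DTT, CHAPS, BSA; Times: compound-protein-antibody incubation 4 h at 22.5 °C; Detection: TR-FRET 671 and 617 nm emission; Benchmarks: wells lacking GST-core106 and wells with excess unlabelled core106.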
# procasp3 activ = activators of human procaspase-3; recombinant procaspase-3 D3A, Ac-DEVD-pNA absorbance 405 nm; activation, % at 8.5 µM; 330,000 tested, 0.11% active;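 active = activation above the mean of all tested compounds plus 3 SD, cut at about 21% in these data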;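 also: 0% = DMSO alone and 100% = DMSO wells spiked with extra 5 µM PC-3 D3A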
# Target sequence (P42574 whole entry D9A/D28A/D175A): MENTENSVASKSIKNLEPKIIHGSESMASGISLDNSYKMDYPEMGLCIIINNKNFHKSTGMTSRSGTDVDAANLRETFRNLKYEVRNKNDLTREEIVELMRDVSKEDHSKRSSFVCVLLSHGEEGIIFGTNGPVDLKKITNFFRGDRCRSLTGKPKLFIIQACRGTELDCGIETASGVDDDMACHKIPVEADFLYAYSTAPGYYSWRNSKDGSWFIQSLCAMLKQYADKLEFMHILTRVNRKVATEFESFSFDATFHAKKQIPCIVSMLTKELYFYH
#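 Test system: Procaspase-3 D3A mutant; medium: Zinc-free HEPES/NaCl buffer with 0.01% Triton X-100 at pH 7.4; reagent: DEVD-pNA substrate; doses: one concentration, 8.5 µM nominal, 0.8% DMSO; times: 1 h preincubation plus 2 h reaction at 25 °C; signal: Epi-absorbance at 405 nm of released p-nitroaniline, 0 and 120 min; replicates: singlicate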
# proCasp7 act = counter-screen: procaspase-7 (human) activation; P55210; 330,000 tested, 0.093% active; AID 463210; activation, % at 8.5 µM; recombinant procaspase-7, Ac-DEVD-pNA absorbance 405 nm; D23A/D198A/D206A triple mutant, cannot self-cleave; scale: DMSO 0, 5 µM enzyme 100;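 active = percent activation above the screen-wide mean plus 3 SD, cut at about 25% in these data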
# Target sequence (P55210 whole entry D23A/D198A/D206A): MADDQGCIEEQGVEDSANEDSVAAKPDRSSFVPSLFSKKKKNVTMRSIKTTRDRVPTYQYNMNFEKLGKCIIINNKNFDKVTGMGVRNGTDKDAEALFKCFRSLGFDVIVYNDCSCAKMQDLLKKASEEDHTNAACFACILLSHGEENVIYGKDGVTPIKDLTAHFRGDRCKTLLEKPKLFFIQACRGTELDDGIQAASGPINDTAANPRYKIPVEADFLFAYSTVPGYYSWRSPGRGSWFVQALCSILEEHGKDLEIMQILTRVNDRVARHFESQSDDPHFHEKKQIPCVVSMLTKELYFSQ
#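 signal = Epi-absorbance of released pNA at 405 nm, two timepoints | assay system = Uncleavable procaspase-7 mutant enzyme | reagent = Ac-DEVD-pNA substrate, 400 µM as added | times = 1 h enzyme–compound preincubation and 2 h substrate reaction, both 25 °C | benchmarks = low DMSO alone, high DMSO plus 5 µM PC-7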
# CTSL1 counter = blocks F. hepatica cathepsin L1 in PFM18AAP counter-screen | recombinant F. hepatica cathepsin L1, Z-Leu-Arg-MCA fluorescence | inhibition, % at 5.96 µM | 300,000 tested, 0.49% active;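 active = inhibition above the mean of all tested compounds plus 3 SD, set per screening campaign, cut at about 17% in these data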;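 also: 0% = plate median of test compound wells and 100% = 1 µM Z-Phe-Ala-diazomethylketone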
# AHR act = human AHR activation; 320,000 tested, 2.5% active; P35869; AID 2796; activation, % at 5 µM; AHR-responsive luciferase reporter cells, luminescence; in the data active = activation above about 47%;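 also: 0% = vehicle wells and 100% = reference agonist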
# PAFAH2 inh = PAFAH2 (human) inhibition; Q99487; recombinant PAFAH2, FP-rhodamine activity probe, fluorescence polarization; inhibition, % at 3.39 µM; 340,000 tested, 0.99% active;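 active = inhibition above the mean over all tested compounds plus 3 SD, cut at about 30% in these data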;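 also: inhibitors block probe labeling of enzyme so polarization drops; 0% = enzyme with DMSO and 100% = wells lacking PAFAH2 protein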
# * = called active by the depositor; nt = not tested or not shown.
item	smiles	TPT1 inhibitor	PP5 primary	PP1 counter	core dimer inh	procasp3 activ	proCasp7 act	CTSL1 counter	AHR act	PAFAH2 inh
1	O=C(O)C1=C[C@H](c2ccc(Br)cc2)C[C@H](OCc2ccc(CO)cc2)O1	-3.1	2.6	4.7	-7.9	8.4	-10.7	4.6	0.3	8.5
2	COC(=O)c1cc(OC)ccc1-c1ccc(OC)cc1	-2.5	3.6	-1.9	0.9	8.3	-4.6	2.1	2.3	-7.5
3	CCOC(=O)c1ccc(NC(=O)c2nc[nH]c2C(=O)N[C@H](C)c2ccccc2)cc1	-4.6	6.0	0.5	-8.3	2.4	-4.3	3.6	32.4	-32.6
4	CCCn1nc2cc(C(=O)NCCc3ccc(C)cc3)ccc2c1OCC	-3.4	0.2	3.8	4.0	2.5	-1.3	0.0	-0.9	-2.2
5	N#CC1=C(N)Nc2nc3ccccc3n2C1c1ccc(F)cc1 (configuration not stated)	3.5	1.9	-1.9	3.2	0.3	8.1	-0.2	94.0*	3.4
6	CCN1CCSc2ccc(C(=O)NCc3ccccc3Br)cc21	-2.7	4.1	1.1	-1.5	4.8	2.4	9.8	41.9	4.4
7	O=C(NNC(=O)C1CCN(Cc2ccccc2)CC1)c1cccs1	-0.1	-1.3	-1.9	-0.7	-5.6	9.0	-4.5	-0.9	0.8
8	Cc1cccc(N2CCN(C(=S)NCc3ccco3)CC2)c1C	-2.3	4.7	0.3	0.2	2.2	-9.0	-0.9	2.2	-3.4
9	COc1ccc(OC(=O)c2ccc(Cl)cc2)c(C(C)=O)c1	-0.3	0.8	1.6	2.0	-0.1	1.5	8.2	0.2	-4.6
10	CN(C)Cc1c(O)c(Cl)cc2c3c(c(=O)oc12)CCCC3	-0.7	-2.4	-2.7	-0.2	-2.9	-2.0	3.5	0.2	3.1
11	CCc1ccc(C(=O)OCC(=O)N(CC)c2c(N)n(Cc3ccccc3)c(=O)[nH]c2=O)cc1	nt	-0.8	-5.8	nt	0.1	5.5	nt	-0.9	7.9
12	COc1cc(CC(=O)NCc2cccs2)cc(OC)c1OC	-4.1	-6.8	4.0	-4.2	3.1	-3.3	3.7	-0.5	-2.1
13	O=S1(=O)N=C(N/N=C/c2ccc(Br)o2)c2ccccc21	7.0	3.5	0.1	-4.0	1.9	-0.5	4.8	16.2	2.6
14	CC(=O)N(Cc1ccc(F)cc1)C1=C(NCCc2ccccc2)C(=O)c2ccccc2C1=O	3.6	2.5	5.2	2.8	-5.9	-3.6	13.4	37.4	7.8
15	COc1ccc(CCNC(=O)CN(CCc2ccccc2)S(C)(=O)=O)cc1	4.5	-1.5	-2.1	0.4	-2.0	12.8	-4.7	0.8	0.7
16	CCOc1ccc(NC(=O)CC2C(=O)N(c3ccc(OC)cc3)C(=O)N2CCc2cccs2)cc1 (configuration not stated)	-0.6	-0.4	-0.5	2.8	8.2	1.9	-3.1	6.1	-1.6
17	COC/C=C/C1=CC2=CC(=O)C(C)(OC(=O)c3cnc4ccccc4n3)C(=O)C2=CN1Cc1ccccc1 (configuration not stated)	-6.8	2.8	23.4*	27.9	-5.6	-14.4	-1.3	-0.3	12.1
18	CSCC[C@H](NC(=O)c1ccc(OCC2CCCO2)cc1)c1nc2ccccc2[nH]1 (some centres not stated)	nt	nt	nt	nt	8.0	5.7	nt	-3.4	-0.1
19	COc1cccc(CC2(CO)CCCN(Cc3ccc(OC)c(C)c3OC)C2)c1 (configuration not stated)	0.5	0.7	1.6	-7.0	1.2	7.9	0.0	-0.7	0.1
20	OCCNCCO	-2.2	-0.3	-4.8	2.3	4.1	7.2	-2.2	-1.3	6.0

# Next section, starting with the last 4 of the part before.
item	smiles	TPT1 inhibitor	PP5 primary	PP1 counter	core dimer inh	procasp3 activ	proCasp7 act	CTSL1 counter	AHR act	PAFAH2 inh
17	COC/C=C/C1=CC2=CC(=O)C(C)(OC(=O)c3cnc4ccccc4n3)C(=O)C2=CN1Cc1ccccc1 (configuration not stated)	-6.8	2.8	23.4*	27.9	-5.6	-14.4	-1.3	-0.3	12.1
18	CSCC[C@H](NC(=O)c1ccc(OCC2CCCO2)cc1)c1nc2ccccc2[nH]1 (some centres not stated)	nt	nt	nt	nt	8.0	5.7	nt	-3.4	-0.1
19	COc1cccc(CC2(CO)CCCN(Cc3ccc(OC)c(C)c3OC)C2)c1 (configuration not stated)	0.5	0.7	1.6	-7.0	1.2	7.9	0.0	-0.7	0.1
20	OCCNCCO	-2.2	-0.3	-4.8	2.3	4.1	7.2	-2.2	-1.3	6.0
21	CCOC(=O)c1c(NC(=O)c2cccnc2)sc(C)c1C	7.3	4.5	1.7	3.5	-4.3	7.4	1.0	7.7	4.1
22	NCCCn1c(C(=O)c2ccc(Cl)cc2)c2ccc([N+](=O)[O-])cc2[n+]1[O-]	5.8	1.8	0.6	5.7	2.1	-4.5	2.2	40.8	-1.5
23	O=C(CSc1nn(-c2ccc(Cl)cc2)c(=S)s1)NCC1CCCO1 (configuration not stated)	1.8	-0.2	0.8	-7.3	-0.6	3.3	4.0	2.9	1.4
24	CCOc1ccc(C2C(C(=O)OC)=CN(CCOC)C=C2C(=O)OC)cc1	-2.1	2.0	-3.0	-0.7	-2.2	4.0	-2.9	-0.1	8.1
25	O=C(NC1CC1)C1CC(=O)N(C2CCCCC2)C1 (configuration not stated)	-0.5	0.4	0.5	-0.4	3.6	-3.0	-5.0	0.8	1.0
26	CCCCNS(=O)(=O)C1CCS(=O)(=O)C1 (configuration not stated)	-6.4	0.0	-3.3	-5.9	0.3	8.5	4.1	2.2	-0.4
27	Cn1c(SCCOc2ccc(Cl)cc2)nnc1-c1ccncc1	0.0	2.6	3.7	-7.5	12.7	0.8	-2.1	0.5	-3.5
28	COc1cc(/C=C2/C(=N)N3N=C(CC(=O)N4CCOCC4)SC3=NC2=O)ccc1OC(C)c1ccccc1 (configuration not stated)	11.2	0.4	0.7	19.4	3.8	8.0	0.7	-0.5	-0.2
29	CCOC(=O)c1ccccc1NC(=O)Cn1cnc2c(cnn2-c2ccc(OC)cc2)c1=O	-1.3	-0.7	-2.7	-1.2	-1.5	-2.9	0.6	2.3	nt
30	C[C@H](CO)N1C[C@H](C)[C@@H](CN(C)Cc2ccc(Cl)c(Cl)c2)Oc2c(NS(=O)(=O)c3cn(C)cn3)cccc2C1=O	nt	nt	nt	nt	4.2	5.3	nt	-0.6	7.9
31	CCOC(=O)Cn1cnc2scc(-c3ccccc3)c2c1=O	-0.2	1.9	2.8	-2.3	5.4	3.1	0.2	-0.6	-5.8
32	Nc1c(N(CCC2=CCCCC2)C(=O)c2ccc([N+](=O)[O-])o2)c(=O)[nH]c(=O)n1Cc1ccccc1	8.8	-0.2	2.5	11.8	-10.0	-11.4	5.2	6.2	15.1
33	CCCCCCCC(=O)NN=C1CCN(Cc2ccccc2)CC1	0.0	1.8	-1.0	-1.7	5.7	5.0	-0.8	2.6	7.5
34	CCNC(=O)CCSc1nnc(-c2ccco2)o1	-0.3	1.2	1.9	-3.0	0.8	3.0	-3.7	1.4	3.3
35	Cc1nn(CC(=O)Nc2ccc(C#N)cc2)c(C)c1[N+](=O)[O-]	-2.4	1.4	-2.3	-4.8	-2.8	-4.4	-3.7	0.1	-6.5
36	Cc1ccc(SC[C@H](C)CN2CC[C@H](C)CCC2=O)cc1	-1.2	3.9	-1.3	4.7	-2.9	-5.5	-5.2	4.5	-2.1
37	CS(=O)(=O)Nc1ccccc1C(=O)Nc1cc(Cl)cc(Cl)c1	2.2	4.4	1.3	4.9	8.7	-8.0	4.7	1.8	8.6
38	CN(CCC#N)C(=O)COC(=O)c1c2c(nc3ccccc13)/C(=C/c1ccco1)CC2	20.2	2.6	9.4	52.8*	-16.4	-13.4	10.9	1.5	8.9
39	Cc1cc(C(=O)COc2ccccc2C(N)=O)c(C)n1CC1CCCO1 (configuration not stated)	0.3	2.0	-1.0	3.2	-1.4	11.4	0.7	2.4	7.1
40	CCCS(=O)(=O)N1CCN=C1SCc1ccc(C)cc1	-1.7	2.3	3.3	-9.3	-3.7	3.9	-4.4	0.5	2.5
41	CCN(CC)S(=O)(=O)c1ccc2c(c1)oc(=O)n2CC(=O)N(C)C1CCCCC1	-0.8	0.6	-0.9	1.6	7.8	14.4	2.2	0.2	3.2
42	FC(F)(F)c1ccc(/C=N/N2CCN(Cc3ccccc3)CC2)cc1	4.8	3.2	0.2	-6.5	7.3	5.6	-0.3	3.6	7.3
43	Cc1ccc(Cl)cc1N1CCN(S(=O)(=O)c2ccc3c(c2)oc(=O)n3C)CC1	-0.6	1.9	-0.9	14.8	-1.2	5.4	-0.5	-3.0	-3.6
44	CCOC(=O)c1c(C)nc(SC)c(C#N)c1-c1ccccc1	0.2	-0.1	0.3	2.6	2.6	2.8	1.4	5.0	-0.8
45	COc1ccc(C(=O)N(CC(=O)Nc2sc(C)c(C)c2C(N)=O)C2CCCC2)cc1	0.7	2.9	4.7	-13.1	-0.5	-3.1	-0.2	0.6	7.5
46	CCCc1cc(C(=O)NNC(=S)NC(C)c2ccccc2)cs1 (configuration not stated)	-3.0	0.8	0.3	1.8	-8.2	-7.9	-3.2	2.5	2.6
47	O=C(NCCN1CCOCC1)c1csc2c1CCCC2	-3.8	0.3	-5.4	1.2	7.2	2.6	1.9	0.9	8.3
48	O=C(CCCC(=O)OCC(=O)c1ccc(F)cc1)Nc1cc(C(F)(F)F)ccc1Cl	-1.2	4.3	-0.6	-0.1	-3.0	6.0	-46.5	-0.1	8.8
49	CCN(CC)S(=O)(=O)c1ccc(N2CCOCC2)c(NC(=O)c2c3c(nc4ccccc24)CCC3)c1	1.4	1.4	5.5	76.6*	9.6	-1.1	-2.3	2.2	17.4
50	COc1ccc(OC)c(NC(=O)c2c(NC(=O)CNCc3ccco3)sc3c2CCC3)c1	-3.2	1.0	-0.4	16.4	3.1	-3.3	1.6	5.2	-2.0
51	CC(C)/C=C1\CC/C(=C\c2cccnc2)C1=O	-1.6	2.2	2.0	9.4	3.9	-1.0	-1.4	-2.2	9.7
52	COc1cc(/C=N/Nc2nc(=O)[nH]nc2C)cc([N+](=O)[O-])c1O	-0.8	1.9	-3.3	-5.8	1.2	-6.5	4.7	0.7	0.7
53	Cc1ccc(S(=O)(=O)N(Cc2cccc(C)c2)C(=O)N2CCN(C)CC2)cc1	-1.1	1.0	-4.7	-3.0	8.2	3.2	-8.3	7.8	3.0
54	COc1ccc(C(=O)CN2C(=O)NC3(CCCc4ccccc43)C2=O)c(OC)c1 (configuration not stated)	-4.2	1.6	-1.8	1.5	2.0	-1.4	-2.8	2.2	-5.2
55	O=C(COc1ccc(Cl)cc1Cl)N/N=C/c1cccnc1	-1.0	2.9	-2.5	6.1	3.8	-5.3	1.7	4.8	4.7
56	CSc1ccccc1NC(=O)CN(C)CC(=O)NCC(=O)Nc1ccc(F)cc1	1.0	1.4	-4.5	-5.0	-5.3	-0.5	-0.8	4.1	2.3
